NOD2 inhibition: inhibition of NOD2-driven NF-kB reporter – cell-based, luminescence, uHTS, HEK293 (AID 1566) | 0.63% of 290,000 active | HEK293 NOD2/NF-kB luciferase reporter, luminescence; higher % means a stronger effect | one-dose inhibition, % at 4 µM; EC50 in µM for titrated hits; also: many of its hits are not listed in these tables
Yfh1-off respiration: enhancers of respiration in Yfh1-depleted yeast, dose response, Friedreich's ataxia, plus single-dose screen (AID 1465). S. cerevisiae Yfh1-off respiration, WST-1 reduction, 72 h; higher fold induction means a stronger effect. 0.074% of 220,000 active. fold induction at 50 µM; hits with a dose series show EC50 in µM;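 active = fold induction of absorbance versus untreated yeast above a set limit, then at least 30% activation at any dose in follow-up; inconclusive = repeats straddling the limit, or above it without dose testing; inactive = fold induction below the set limit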;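 also: activators that raise dye reduction in frataxin-depleted yeast; strong numbers were not always called active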
NOD1 NF-kB reporter: NOD1 signaling inhibitors, primary screen, cell-based, luminescence, uHTS (AID 1578) | NOD1-driven NF-kB luciferase reporter cells, luminescence; higher % means a stronger effect | one-dose inhibition, % at 4 µM; EC50 in µM for titrated hits | 1% of 290,000 active; in the data active = inhibition mostly above about 36%, no sharp cut-off; inactive = mostly below about 34%;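 also: HEK-293T reporter cells stimulated with the NOD1 agonist gamma-tri-DAP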
NS5 inhibitors: Dengue-2 NS5 methyltransferase inhibitors, primary screen, biochemical, confirmation dose response (AID 588689); inhibition, % at 25 µM; hits with a dose series show IC50 in µM; Dengue-2 NS5 methyltransferase capping enzyme assay, biochemical; higher % means a stronger effect; 0.3% of 340,000 active; in the data active = a potency from the dose series; inconclusive = inhibition above about 29% without an active follow-up result
KOR beta-arrestin-1: kappa opioid receptor blockers – cell-based, luminescence, uHTS (AID 1778); 0.091% of 290,000 active; KOR beta-arrestin recruitment, luminescence, antagonist mode; higher % means a stronger effect; inhibition, % at 10 µM; hits with a dose series show IC50 in µM; also: strong numbers were not always called active
AID2073: disruptors of CaV2.2 binding to Mint1 – biochemical, HTRF (AID 2073); HTRF protein-protein interaction, Mint1-CaV2.2; higher % means a stronger effect; inhibition, % at 20 µM, or IC50 in µM where a hit was titrated; 0.19% of 290,000 active; in the data active = inhibition mostly above about 51%, no sharp cut-off; inconclusive = no clear call, values can overlap the other calls; inactive = mostly below about 53%; also: some results filed as inactive read as strong as hits
West Nile virus CPE: inhibition of WNV-induced cytopathic effect – cell-based, CPE readout (AID 1621); West Nile virus-infected cells, CPE inhibition; higher % means a stronger effect; CPE inhibition, % at 10 µM; hits with a dose series show IC50 in µM; 0.02% of 290,000 active; in the data active = a potency from the dose series; inconclusive = CPE inhibition mostly from about 3.7% at the one dose, without a potency; inactive = the rest, 99 in 100 with CPE inhibition below about 2.2%; also: strong numbers were not always called active
KOR beta-arrestin-2: kappa opioid receptor activators – cell-based, luminescence, uHTS, primary screen (AID 1777); KOR beta-arrestin recruitment, luminescence; higher % means a stronger effect; activation, % at 10 µM; hits with a dose series show EC50 in µM; 0.02% of 280,000 active; in the data active = activation above about 50%, passing the limit was not always enough; also: a part of the inactive calls stands beside numbers as strong as those of hits
HIV peptide binding: cell-free HIV fusion peptide-binding blockers – biochemical, uHTS, fluorescence dequenching, primary screen (AID 1986); cell-free peptide binding, fluorescence dequenching, 30 min; higher % means a stronger effect; 0.3% of 290,000 active; inhibition, % at 20 µM, or IC50 in µM where a hit was titrated; in the data active = inhibition mostly above about 52%, no sharp cut-off; inactive = mostly below about 76%; also: some results filed as inactive read as strong as hits
The depositor's hits bear a star; i = inactive; u = inconclusive; x = not tested or not shown; & = joins results of further samples; [ ] = dose if it differs, or a comment. Rule as the data show it, unless noted: active = inhibition above about 50%; inactive = the rest. The list is partial; count on the stated rates, not on these rows.

The first 2 compounds as a preview:
Screens in order – KOR beta-arrestin-2	NOD2 inhibition	West Nile virus CPE	NOD1 NF-kB reporter	NS5 inhibitors	HIV peptide binding	Yfh1-off respiration	AID2073	KOR beta-arrestin-1
> Cc1ccc(S(=O)(=O)N2CC3CC(C2)c2cccc(=O)n2C3)cc1 (stereo unspecified)
→ 0.3%	10%	0.7%	6%	-3%	1.4%	i	u	14%
> Cc1ccsc1C(=O)C1CCCN(Cc2ccc(O)cc2)C1 (stereo unspecified)
→ -3.0%	0%	-0.3%	-33%	-1%	-1.6%	i	-5%	-15%

Results, repeating the preview:
Screens in order – KOR beta-arrestin-2	NOD2 inhibition	West Nile virus CPE	NOD1 NF-kB reporter	NS5 inhibitors	HIV peptide binding	Yfh1-off respiration	AID2073	KOR beta-arrestin-1
> Cc1ccc(S(=O)(=O)N2CC3CC(C2)c2cccc(=O)n2C3)cc1 (stereo unspecified)
→ 0.3%	10%	0.7%	6%	-3%	1.4%	i	u	14%
> Cc1ccsc1C(=O)C1CCCN(Cc2ccc(O)cc2)C1 (stereo unspecified)
→ -3.0%	0%	-0.3%	-33%	-1%	-1.6%	i	-5%	-15%
> C[C@]12CCC(=O)C=C1CCC1C2CC[C@@]2(C)C1CC[C@@]2(O)CC#N (stereo partly specified)
→ -5.8%	-7%	0.0%	3%	1%	-0.8%	i	-6%	12%
> C[N+]12CN3CN(CN(C3)C1)C2
→ -4.4%	4%	-0.4%	-23%	1%	-2.4%	i	-2%	2%
> CC(C(=O)c1c[nH]c2ccccc12)N1CCN(C(=O)c2ccco2)CC1 (stereo unspecified)
→ -1.8%	17%	-0.2%	2%	-4%	-1.3%	i	5%	-4%
> O=C(c1ccc2c(c1)ncn2C1CCCCCC1)N1CCC2(CC1)OCCO2
→ 0.0%	9%	-0.1%	11%	0%	1.7%	i	-5%	-1%
> CCOc1ccc(-n2c(-c3ccoc3)nc3ccccc3c2=O)cc1
→ -7.2%	-14%	0.0%	2%	-2%	2.5%	i	1%	x
> CC(=O)c1ccc(OC(C)C)c(Cc2c(O)[nH]c(=S)[nH]c2=O)c1
→ 0.5%	-10%	1.9%	21%	0%	5.7%	i	16%	-13%
> CCN(CC)S(=O)(=O)c1ccc(N=Cc2c(O)n(-c3ccccc3)c(=O)[nH]c2=O)cc1
→ 1.6%	5%	0.2%	7%	-16%	0.7%	i	-7%	11%
> Oc1ccccc1/C=N/NP(=S)(c1ccccc1)c1ccccc1
→ 1.7%	-100%	-0.6%	-48%	-4%	0.0%	i	-2%	-24%
> CCN(CC)CCCNC(=O)c1c(O)c2ccccc2n(Cc2ccccc2)c1=O
→ 9.9%	13%	-0.4%	-3%	-1%	-2.1%	i	14%	-32%
> CCc1ccc(CN(C)C(=O)CCc2nc3ccccc3n(-c3ccc(OC)cc3)c2=O)cc1
→ -0.1%	16µM*	-0.8%	13µM*	-8%	-1.6%	i	14%	-8%
> Cc1ccc(Sc2ccc(C=C3C(=O)N(C)C(=O)N(C)C3=O)o2)cc1
→ 2.9%	x	0.4%	x	15µM*	38%	i	60%	-253%[20 µM]
> CC(C)Oc1ccc(CCN)cc1Cl
→ 2.9%	18%	-0.1%	-20%	-5%	-1.8%	i	6%	5%
> O=C(Nc1ccccc1)c1cccn(Cc2ccccc2)c1=O
→ -3.6%	-17%	-1.3%	23%	-4%	-2.1%	i	-9%	-43%
> O=c1cccc2n1CC1CC2CN(Cc2cccc(Cl)c2Cl)C1 (stereo unspecified)
→ -7.0%	-20%	u	64%*	-5%	2.0%	i	4%	-35%
> Fc1ccccc1CCNCc1ccccc1
→ 0.1%	1%	-0.3%	-30%	-5%	1.2%	i	-1%	-1%
> C/C(Cl)=C/CC1(CN2CCCC2=O)C(=O)NC(=O)NC1=O
→ -11%	-6%	0.1%	11%	-2%	-0.9%	i	-8%	-20%
> O=C(Nc1cccc(Cl)c1)N1C[C@H]2C[C@@H](C1)c1cccc(=O)n1C2
→ -10%	12%	-0.1%	8%	-4%	0.2%	x	0%	-10%[20 µM]
> CSc1ccccc1C(=O)C1CCCN(Cc2cccc(C)n2)C1 (stereo unspecified)
→ -0.4%	9%	-1.2%	-9%	3%	-1.4%	i	3%	-1%
> Cc1ccn2nc(S(=O)(=O)Nc3c(F)cccc3F)nc2n1
→ -2.3%	-5%	0.1%	-3%	-7%	-0.7%	i	3%	6%
> CCCCCCn1c(N)c(C(=O)NCCN2CCOCC2)c2nc3ccccc3nc21
→ 1.8%	9%	2.2%	-56%	-5%	1.7%	i	32%	-26%
> CCN1CCN(Cc2ccc(C)cc2)CC1
→ 3.4%	-1%	-0.5%	4%	-2%	-0.3%	i	5%	2%
> Cn1cccc1CN1CCN(C(=O)COc2ccccc2)CC1
→ -3.7%	17%	1.4%	1%	7%	0.8%	i	-1%	-3%
> O=C(c1cc(C(=O)NCc2ccccc2)c(=O)n(Cc2ccccc2)c1)c1cc(Cl)ccc1O
→ -0.9%	16%	-1.5%	11%	-9%	20%	i	35%	1%
> O=C(N/N=C1/CN2CCC1CC2)c1cc2ccccc2cc1O
→ 4.1%	-1%	u	-35%	55%	12%	i	16%	-5%
> Cc1c(C(=O)O)cccc1-n1c(C)cc(/C=C2\C(=O)NC(=O)N(c3ccc4c(c3)OCO4)C2=O)c1C
→ 3.7%	8%	0.6%	-19%	10%	30%	i	14%	9%
> OC(c1ccccc1)(c1ccccc1)C1CCNCC1
→ -7.4%	-10%	0.8%	-5%	3%	-1.4%	i	-13%	-9%
> CCCCN1C(=O)/C(=C/C=C/c2ccco2)C(=O)NC1=S
→ -0.5%	15%	-0.2%	-33%	-86%	5.1µM*	i	11%	18%
> CCS(=O)(=O)N1CCC(C(=O)N2CCC3(CC2)OCCO3)CC1
→ -1.7%	21%	-0.4%	3%	1%	-1.4%	i	3%	-31%
> O=C1CN=C(c2cccc(Br)c2)c2cc(Br)ccc2N1
→ -4.0%	2%	1.1%	-11%	-8%	-1.8%	x	-9%	-12%
> N=C1c2ccccc2CN1NC(=O)c1ccc(F)cc1
→ 2.2%	8%	-0.5%	x	-3%	-2.6%	i	0%	-24%
> O=C(/C=C/c1ccccc1)c1c(O)n(CCc2ccccc2)c(=O)[nH]c1=O
→ 1.2%	-19%	u	21%	5%	38%	i	27%	13%
> C=CCN1C(=O)/C(=C/c2ccc(N3CCOCC3)o2)C(=O)NC1=S
→ -6.1%	1%	0.3%	43%	-45%	16%	i	-3%	x
> COc1ccccc1N1CCN(c2ncc(C(=O)N3CCN(c4cccc(Cl)c4)CC3)c3ccccc23)CC1
→ 2.0%	9.3µM*	-0.5%	4.3µM*	x	1.4%	i	19%	-39%
> CN(C)c1ccc(/C=C2/C(=O)NC(=O)N(Cc3ccco3)C2=O)cc1
→ 0.5%	-10%	x	-11%	x	43%	x	54%	34%
> O=C(Cn1ccc2ccccc2c1=O)NCC(=O)N1CCC2(CC1)OCCO2
→ 1.2%	9%	-0.3%	-36%	-7%	-0.1%	i	-3%	-5%
> CCn1c(=O)n(CC)c2cc([N+](=O)[O-])c(N3CCNCC3)cc21
→ -4.6%	4%	0.3%	-23%	-3%	-0.3%	i	26%	-57%
> O=c1[nH]c(=O)n(-c2cccc3ccccc23)c(O)c1C=NCCCn1ccnc1
→ 2.1%	4%	0.4%	-5%	10%	9.3%	i	2%	-33%
> CCOC(=O)C1(c2ccccc2)CCN(CCC(=O)Nc2ccccc2OC)CC1
→ 1.4%	0%	-0.3%	-7%	4%	1.8%	x	7%	1%
> N#CCCn1cc(C(=O)O)c(-c2cccc([N+](=O)[O-])c2)n1
→ 3.5%	-5%	0.2%	16%	-5%	-2.5%	i	-2%	4%
> O=C1NC(=O)C(CCc2ccncc2)(CCc2ccncc2)C(=O)N1CCc1ccc(F)cc1
→ -5.4%	7%	-0.6%	-40%	-3%	0.1%	i	2%	10%
> O=C(Cc1ccccc1)N1CCN(Cc2ccc([N+](=O)[O-])cc2)CC1
→ -3.2%	-2%	1.3%	-27%	-8%	-0.6%	i	9%	10%
> COC(=O)c1scc(C#N)c1N/N=C(\C#N)S(=O)(=O)c1ccc(Cl)cc1
→ 0.0%	x	-0.4%	6.1µM*	x	16%	i	-2%	-9%
> O=C(CNC(=O)c1cccc(Cl)c1)Nc1ccc(Br)cc1C(=O)c1ccccc1
→ 8.5%	0%	-2.1%	16%	-6%	0.1%	i	-1%	-22%
> FC(F)(F)c1ccc(NC2=NCCCS2)cc1
→ -5.9%	-17%	-0.2%	-16%	-6%	-1.9%	x	-1%	-9%
> Cc1c(Oc2cc(NN3CCCCC3)c([N+](=O)[O-])cc2[N+](=O)[O-])cccc1[N+](=O)[O-]
→ 1.0%	14%	-0.8%	5%	-6%	-1.6%	x	11%	-72%[20 µM]
> COc1cc2c(cc1OC)C(C(=O)NCCC(C)C)C1CCCCN1C2=O (stereo unspecified)
→ -2.2%	10%	-0.6%	-19%	-8%	0.8%	i	-3%	-7%
> COc1ccc(CC2C(=O)NC(=O)NC2=O)c(OC)c1
→ 0.5%	0%	0.5%	-18%	9%	-0.4%	i	-2%	29%
> Cc1cccn2c(=O)c3c(nc12)N1CCCCCC1C1(C3)C(=O)N(C)C(=O)N(C)C1=O (stereo unspecified)
→ x	23%	-0.6%	0%	x	-1.8%	i	-2%	2%
> Cc1cccc(N2CCc3c2nc2ccccc2c3N)c1
→ 2.9%&-1.5%	-11%&-18%	-0.6%&-0.7%	-24%&-36%	3%&-2%	-0.6%&1.5%	i	-4%&20%	18%&30%
> O=C1NC(=O)C(CCc2ccncc2)(c2ccccc2)C(=O)N1
→ -1.8%	17%	0.2%	-12%	-2%	-1.9%	i	-9%	-2%
> O=c1oc2ccccc2c(O)c1C(c1ccc([N+](=O)[O-])cc1)c1c(O)c2ccccc2oc1=O
→ -3.9%	6%	-0.3%	-29%	23%	14µM*	i	39%	-3%
> Cc1ccc(-n2c(C)c([N+](=O)[O-])c3ccc(O)cc32)cc1
→ 2.8%	x	-0.4%	16µM*	x	-0.7%	i	26%	-9%
> C[N+]1(CC(COCc2ccccc2)OC(=O)Cc2ccccc2)CCOCC1 (stereo unspecified)
→ 0.9%	10%	0.0%	-92%	-1%	-2.2%	i	0%	-36%
> CN(C)C(=O)Oc1ccc(-c2cn3cc(C(F)(F)F)ccc3n2)cc1
→ 0.5%	-38%	-1.1%	-45%	-3%	1.3%	i	9%	-2%
> COc1ccccc1-n1c(O)c(C=Nc2c(C)n(C)n(-c3ccccc3)c2=O)c(=O)[nH]c1=O
→ -2.5%	3%	-0.1%	-9%	-5%	0.2%	i	-10%	21%
> C=CCn1c(O)c(C(CC)=NCc2ccc3c(c2)OCO3)c(=O)[nH]c1=O
→ -3.2%	8%	-0.3%	-9%	x	0.0%	i	12%	-4%
> O=C1NC(=O)C(=Cc2ccc(Sc3ccccc3)o2)C(=O)N1
→ 4.2%	5%	0.1%	2%	>100µM*	2.4%	i	49%	-37%
> CN1CC(C(=O)c2ccc(F)cc2)C(c2c(F)cccc2Cl)C1 (stereo unspecified)
→ -7.8%	25%	0.7%	-16%	-2%	2.1%	i	8%	0%[20 µM]
> CCN(CC)CCN=Cc1c(O)n(CCc2ccccc2)c(=O)[nH]c1=O
→ 0.6%	21%	0.0%	6%	-34%	4.2%	i	10%	-10%
> O=[N+]([O-])c1ccccc1CNCCc1c[nH]c2ccccc12
→ 4.7%	-1%	-0.5%	-15%	-5%	3.2%	x	-2%	-19%[20 µM]
